# Screens: PubChem, National Center for Advancing Translational Sciences (NCATS)
# GAA glycogen: GAA glycogen-cleavage inhibition or activation; Potency, µM (highest dose often 76.4 µM), for inactives: top-dose activity change, negative = inhibition, most hits filed as inhibitors; hit rate 0.38% among 300,000; AID 2100; recombinant GAA, glycogen substrate, Amplex Red glucose oxidase fluorescence; P10253; active means well fitted inhibition curve with a large enough effect; inconclusive means small, poorly fitted or top-dose-only effect, or another doubt; inactive means no such curve, though single readings can be large or run the other way;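 further: 0% = full enzyme reaction and -100% = no-enzyme basal signal; the screen sought inhibitors and activators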
#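 Recombinant human alpha-glucosidase (4 nM final) hydrolysed bovine liver glycogen (30 ug) for 40 min at 37 C in pH 5.0 citrate/phosphate with 0.01% Tween-20. Released glucose detected by glucose oxidase/Amplex Red, Ex 573/Em 610 nm. Compounds up to 77 uM; AC50 from Hill fits.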
# Numbers without * were called inactive; ? = inconclusive; & = joins results of further samples; [ ] = remark or other dose. Potency means the concentration at half of the fitted maximal effect.
SMILES,GAA glycogen
Cc1ccc(/C=C/c2onc(C)c2S(=O)(=O)N2CCC(C(=O)NC(C)(C)C)CC2)cc1,15%[76.3 µM]
CCOc1ccc(N2CC(C(=O)NC3CCCC3)CC2=O)cc1 (stereo not drawn),-9%
Cc1ccc(C)c(NC(=O)C(CC(=O)O)C2CCCO2)c1 (stereo not drawn),8%[76.3 µM]
O=C(Nc1cc(Cl)ccc1N1CCOCC1)c1ccco1,-1%[76.3 µM]
COc1ccc(OC(=O)COc2cccc(C)c2)cc1,?
O=C(c1ccsc1)N1CCCC(N2CCN(c3cccc(Cl)c3)CC2)C1 (stereo not drawn),1%[76.3 µM]
CN(C)c1ccc(C(CNC(=O)Cc2cccc3ccccc23)N(C)C)cc1 (stereo not drawn),-20%[76.3 µM]
Cc1ccc(CNC(=O)C2CCC(=O)N(CC3CCCCC3)C2)o1 (stereo not drawn),-2%[76.3 µM]
CCN(Cc1nc2ccccc2n1C)c1ccccc1,-4%[76.3 µM]
COc1cc(CCC(=O)OCC(=O)N2CCc3ccccc32)cc(OC)c1OC,3%
CN(CC(=O)Nc1n[nH]c(=S)s1)S(=O)(=O)c1cccc2cccnc12,-13%
O=C(NCc1ccccc1)c1c(Cl)nc(Cl)c(Cl)c1Cl,-1%
Cc1cc(Nc2ccc(C(=O)N3CCCCC3)cc2)c2cccc(C)c2n1,-15%
COc1cccc(NC(=O)N2CCCC2C(=O)NC23CC4CC(CC(C4)C2)C3)c1 (stereo not drawn),-2%
Cc1ccc(C)c(N2CC(C(=O)Nc3cc(C)on3)CC2=O)c1 (stereo not drawn),3%
CC(C)(C)NC(=O)C(c1ccc(Cl)cc1)N(CCO)C(=O)c1snc(C(N)=O)c1N (stereo not drawn),9%[76.3 µM]
CN(C)C(=O)c1cc(C(=O)c2ccc(F)cc2C(F)(F)F)c[nH]1,3%
Cc1cc(S(=O)(=O)NCC2CC2)c(Cl)cc1Cl,3%
COc1ccc(CN2CCC(Oc3ccc(C(=O)NCc4ccccn4)cc3)CC2)c(F)c1,-8%[76.3 µM]
Cc1cccc(NC(=O)CSc2nc3ccccc3nc2N2CCCC2)c1,-8%[76.3 µM]
O=[N+]([O-])c1cc([N+](=O)[O-])c2nonc2c1Nc1ccc(O)cc1,4%[76.3 µM]
COc1ccc(NC(=O)NCCCCc2ccccc2)cc1,-2%[76.3 µM]
Cc1cccc(NC(=O)c2sc3ncn(CC(=O)N4CCN(c5ccccn5)CC4)c(=O)c3c2C)c1,-9%[76.3 µM]
COc1ccc(N2CCN(CC(=O)N3c4ccccc4CC3C)CC2)cc1 (stereo not drawn),-10%
COc1ccc(C(C)=O)cc1COC(=O)c1cccnc1Cl,-9%[76.3 µM]
# Later entries:
SMILES,GAA glycogen
COc1ccc(CN2CCC(Cc3ccccc3)CC2)cc1OC,-12%[76.3 µM]
CC(C)[C@@H](C(=O)NCC1CCCO1)N1C(=O)N2CCc3c([nH]c4ccccc34)[C@@]2(C)C1=O (stereo partly drawn),23%[76.3 µM]
O=C(N/C(=C\c1ccccc1)C(=O)N1CCOCC1)c1ccccc1Cl,-11%[76.3 µM]
CS(=O)(=O)N(CC(=O)Nc1ccccc1C(=O)N1CCCC1)c1ccccc1Br,-9%[76.3 µM]
CC(C(=O)N1CCN(Cc2ccc3c(c2)OCO3)CC1)n1cc([N+](=O)[O-])cn1 (stereo not drawn),-4%
Cc1ccc(S(=O)(=O)NCC(=O)N(CC(=O)NCc2ccco2)Cc2ccccc2)cc1,-14%
NC(=O)c1[nH]cnc1N,-5%&-8%[76.3 µM]
O=C(O)c1ccccc1N=Nc1c(O)[nH]c2ccc([N+](=O)[O-])cc12,3%
COc1ccc(/C=C/C(=O)NC(=S)N2CCCCC2)cc1OC,7%
Cc1ccc(-c2csc(N3CCN(c4cc5c(cc4Cl)nc(C(C)N)n5CCCO)CC3)n2)cc1 (stereo not drawn),22%[76.3 µM]
CNC(=O)c1cc2c(-c3ccccc3)nn(C)c2s1,-8%
Cc1oc(-c2ccc(Cl)cc2)nc1CS(=O)CC(=O)NC1CCCC1 (stereo not drawn),-5%[76.3 µM]
Cc1cc(=O)[nH]c(N/N=C/c2ccc(F)cc2)n1,-2%
COc1ccc(-c2cc3c(=O)n(CC(=O)Nc4ccc(Cl)cc4)ncn3n2)cc1,-5%[76.3 µM]
O=C(Nc1ccncc1)Nc1cc(Cl)ccc1Cl,4%[76.3 µM]
CN(Cc1nc2ccc(F)cc2[nH]1)C(=O)C1CCC(=O)N(C2CC2)C1 (stereo not drawn),-10%[76.3 µM]
CCCNC(=O)c1ccc2c(c1)S(=O)(=O)c1ccccc1C2=O,0%[76.3 µM]
NC(=O)CC(NC(=O)Cc1ccc(Cl)cc1)c1ccc(N2CCN(c3ccccn3)CC2)c([N+](=O)[O-])c1 (stereo not drawn),11%[76.3 µM]
C/C(=N\OC(=O)Nc1ccc(Cl)cc1)c1ccc(F)c(F)c1,1%
CC(=O)Nc1ccc(S(=O)(=O)NCCCCNS(=O)(=O)c2ccc(NC(C)=O)cc2)cc1,0%
O=C(O)c1cc(NS(=O)(=O)c2ccc(NCc3ccccc3)c([N+](=O)[O-])c2)cc(C(=O)O)c1,17%[76.3 µM]
Cc1ccc(-c2noc(C3CCCN(C(=O)c4cccc(Cl)c4)C3)n2)o1 (stereo not drawn),3%
COc1ccccc1CN1CCN(Cc2cc(OC)c(OC)cc2OC)CC1,-7%[76.3 µM]
CCCC(=O)Nc1nnc(SCC(=O)Nc2nc(C)cs2)s1,-5%[76.3 µM]
Cc1ccc(NC(=O)CSc2nccn2Cc2ccco2)c(C)c1,4%[76.3 µM]
# The list goes on:
SMILES,GAA glycogen
Cc1ccc(C(=O)Nc2ccc(N3CCN(C(=O)c4cccs4)CC3)cc2)c(Cl)c1,7%
Cn1ncc(Cl)c1C(=O)Nc1ccc(CN2CCCCC2)cc1,-7%[76.3 µM]
COc1ccc(CC(=O)NCCCSc2ccccc2)cc1OC,-5%[76.3 µM]
CCOc1ccc(NC(=O)c2cc(OC)nc3ccccc23)cc1,-2%
NS(=O)(=O)c1ccc(CCNCc2ccccc2OCc2ccc(F)cc2)cc1,-3%
COc1ccc(N2CCOCC2)c(NC(=O)c2cccc3ccccc23)c1,2%[76.3 µM]
CCOC(=O)C1=C(C)N=c2s/c(=C/c3cccc(OCC(=O)O)c3)c(=O)n2C1c1ccc(F)cc1 (stereo not drawn),-2%
CC1(C(=O)O)CCC(C(=O)Nc2cccc(F)c2)C1(C)C (stereo not drawn),6%
Cn1cnnc1SCC(=O)Nc1ccc(F)cc1,-7%
Cc1ccc(NC(=O)Cn2nc(C(=O)O)c3ccccc3c2=O)c([N+](=O)[O-])c1,4%
CCN(C(=O)CSc1nc2cc(C(=O)O)ccc2c(=O)n1Cc1ccccc1)c1ccccc1,-2%
Cc1ccc(S(=O)(=O)N2C(=O)CCC2C(=O)O/N=C(\N)c2ccccc2)cc1 (stereo not drawn),-4%[76.3 µM]
CCOC(=O)c1ccc(S(=O)(=O)N2CCN(CC(O)COc3ccc(C#N)cc3)CC2)cc1 (stereo not drawn),4%
O=C(N/N=C/c1ccccc1)C(O)c1ccccc1 (stereo not drawn),18%[76.3 µM]
C/C(=N\N1C(C)CCCC1C)c1ccccc1O (stereo not drawn),4%
Cc1ccccc1N(CC(=O)NCCSCc1ccccc1)S(C)(=O)=O,-8%[76.3 µM]
CN(CCO)c1nc2c(c(=O)n(Cc3ccc(Cl)cc3)c(=O)n2C)n1C,-2%
O=C(Nc1ccccc1C(=O)O)c1cc(S(=O)(=O)N2CCCCC2)c(Cl)cc1Cl,3%
COc1cc(/C=N\Nc2nncn2N)ccc1OC(C)=O,-1%[76.3 µM]
Cc1nc2sccn2c(=O)c1S(=O)(=O)NC(C)c1ccccc1 (stereo not drawn),14%[76.3 µM]
Cc1ccc(S(=O)(=O)N2CCOCC2)cc1C(=O)NC1CCCCCC1,-4%[76.3 µM]
CCC1=NN2C(=N)/C(=C\c3ccc(OCCOc4ccc(NC(C)=O)cc4)c(OC)c3)C(=O)N=C2S1,3%
O=S(=O)(c1ccc(Cl)s1)N1CCN(CCc2ccccc2)CC1,-3%[76.3 µM]
CC(CCN1C(Nc2ccccc2)=NC[C@@H]1Cc1ccccc1)c1ccccc1 (stereo partly drawn),0%[76.3 µM]
COc1nc(C)ccc1-c1noc(-c2cccnc2)n1,-2%[76.3 µM]
# The listing continues:
SMILES,GAA glycogen
COc1ccc(NC(=O)c2cccc(Cl)c2)c[n+]1[O-],-2%
C=CCSc1nc2c(C(=O)OCC)nnn2c2ccccc12,0%
Cc1cccc(OCC(=O)Nc2ccc3c(c2)nc(CCN2CCN(c4ccccn4)CC2)n3C)c1,3%[76.3 µM]
CCCCN1CC(=O)N2[C@H](c3ccc(OC)cc3)[C@@H]3C(=O)N(CC)C(=O)[C@@H]3[C@]2(C)C1=O,?
CCN1CCN(c2ncnc3scc(-c4ccc(C)c(C)c4)c23)CC1,2%
OC(COc1ccccc1)CN1CCC(Cc2ccccc2)CC1 (stereo not drawn),3%[76.3 µM]
COc1ccccc1NC(=O)c1cc(=O)[nH]c2ccccc12,-24%[76.3 µM]
COc1ccc(S(=O)(=O)N2CCN(CC(=O)c3ccc(O)c(O)c3)CC2)cc1,10µM*
COc1ccc(NC2=CC(=O)CC(C)(C)C2)cc1,1%
CCN(CC)S(=O)(=O)c1ccc(NC(=S)Nc2ccccc2)cc1,-8%
O=C(Nc1ccc(F)cc1)c1cccnn1,5%
CCOc1ccc(NC(=O)CN2CCN(Cc3c(F)cccc3F)CC2)cc1,-2%
OCC[C@@H]1C[C@H](O)[C@@H](O)[C@]2(OCCc3ccccc32)O1,-5%[76.3 µM]
CCn1c(=O)c(C(=O)Nc2ccccc2F)c(O)c2ccccc21,1%[76.3 µM]
CCOc1ccc(C(=O)Cc2cc3cccc(OC)c3oc2=O)cc1,2%
Cc1ccc(C)c(CN2CCC(CNC(=O)Nc3cccc(Cl)c3C)CC2)c1,0%
Nc1ccc(-c2nnn(Cc3ccccc3F)n2)cc1,0%[76.3 µM]
Cc1c(C(=O)Nc2cccnc2)oc2ccc(Br)cc12,5%[76.3 µM]
Cc1cccc(N2C(=O)c3ccc(Br)cc3C2=O)n1,4%[76.3 µM]
O=C(CCl)Nc1c(C(=O)Nc2ccc3c(c2)OCCO3)oc2ccccc12,-14%[76.3 µM]
O=C(c1ccoc1)N1CCCC(CO)(CCCc2ccccc2)C1 (stereo not drawn),1%[76.3 µM]
O=C(NCc1ccccc1Cl)C1CCN(S(=O)(=O)c2cccc3nonc23)CC1,-7%
O=C(NC1CCN(S(=O)(=O)c2ccc(F)cc2)CC1)c1cccc(F)c1,-12%[76.3 µM]
Cc1ccccc1C(=O)Nc1ccnn1C1CCN(C(=O)c2ccoc2)CC1,3%[76.3 µM]
COc1ccc(N2CCN(CC(O)COc3cc(C)ccc3C)CC2)cc1 (stereo not drawn),-1%

# By substructure, the compounds so far containing a tert-butyl group
SMILES,GAA glycogen
Cc1ccc(/C=C/c2onc(C)c2S(=O)(=O)N2CCC(C(=O)NC(C)(C)C)CC2)cc1,15%[76.3 µM]
CC(C)(C)NC(=O)C(c1ccc(Cl)cc1)N(CCO)C(=O)c1snc(C(N)=O)c1N (stereo not drawn),9%[76.3 µM]

# Going on with the list.
SMILES,GAA glycogen
CN(Cc1ccccc1F)C(=O)c1ccccc1Sc1ccccc1C#N,-2%[76.3 µM]
COc1cccc(NC(=O)Nc2ccc3nc(C)c(C)nc3c2)c1,-12%[15.3 µM]
Cc1csc(NC(=O)CSc2nccn2Cc2ccco2)n1,-13%[76.3 µM]
Cc1sc(NC(=O)CN(C(=O)c2ccccc2F)C2CCCC2)c(C(N)=O)c1C,-8%
O=C(O)C1=NN(c2c(F)c(F)cc(F)c2F)C(=O)CC1,-5%
COc1ccc(-n2nc(C(N)=O)nc2-c2ccccc2)cc1,-13%[76.3 µM]
CCC(C)(C)C(=O)Nc1nnc(CCc2ccccc2)s1,-17%[76.3 µM]
COc1cc(CN2CCC(C(=O)NCC(C)(C)CN(C)C)CC2)ccc1OCc1ccccc1,13%[76.3 µM]
CS(=O)(=O)c1ccc(Cl)c(NC(=O)COC(=O)c2cccc(S(=O)(=O)N3CCCCC3)c2)c1,-13%[76.3 µM]
COc1ccc(C(=O)N=C2SC3CS(=O)(=O)CC3N2Cc2ccc(F)cc2)cc1 (stereo not drawn),5%[76.3 µM]
COc1ccc(CN2CCC(n3nccc3NC(=O)C3CCCC3)CC2)cc1,-4%[76.3 µM]
O=C(O)c1ccc2c(c1)c1c3n2CCNC3CCC1 (stereo not drawn),3%
CCOc1ccccc1N(C)C(=O)c1ccc2c(=O)n3c(nc2c1)CCCCC3,-14%[76.3 µM]
CCC(C)(C)C1CCC2(CC1)NC(=O)N(CC(=O)Nc1cc(C(F)(F)F)ccc1N1CCOCC1)C2=O (stereo not drawn),10%[76.3 µM]
CCc1nc(Nc2ccc(NC(C)=O)cc2)c2oc3ccccc3c2n1,0%
COc1cc(-c2noc(C)c2C#CC2(O)CCCCC2)cc(OC)c1OC,-11%[76.3 µM]

# Compounds shown so far containing an aryl thioether with sulfur outside any ring, in the order listed:
SMILES,GAA glycogen
Cc1cccc(NC(=O)CSc2nc3ccccc3nc2N2CCCC2)c1,-8%[76.3 µM]
CCCC(=O)Nc1nnc(SCC(=O)Nc2nc(C)cs2)s1,-5%[76.3 µM]
Cc1ccc(NC(=O)CSc2nccn2Cc2ccco2)c(C)c1,4%[76.3 µM]
COc1ccc(CC(=O)NCCCSc2ccccc2)cc1OC,-5%[76.3 µM]
Cn1cnnc1SCC(=O)Nc1ccc(F)cc1,-7%
CCN(C(=O)CSc1nc2cc(C(=O)O)ccc2c(=O)n1Cc1ccccc1)c1ccccc1,-2%
C=CCSc1nc2c(C(=O)OCC)nnn2c2ccccc12,0%
CN(Cc1ccccc1F)C(=O)c1ccccc1Sc1ccccc1C#N,-2%[76.3 µM]
Cc1csc(NC(=O)CSc2nccn2Cc2ccco2)n1,-13%[76.3 µM]

# An excerpt; the hit share may differ from the screen's.
